Compound activity deposited in PubChem BioAssay by several laboratories.
SMARCA2 act – SMARCA2 function activation, primary screen; activation, % at 9.1 µM; 370,000 tested, 1% active; MG213 cells, MMTV-luciferase reporter, dexamethasone, overnight; in the data active = activation above about 7.8%;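 note: 0% = vehicle wells and 100% = reference activator wells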
ssDAF12 agonist – activates DAF-12 receptor from parasite S. stercoralis; HEK293 ssDAF-12/GRIP1 lit1-tk-luc reporter, luminescence; % of 3 µM dafachronic acid response; activation, % at 6.8 µM; 370,000 tested, 1% active; AID 652126;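 active = activation above the mean over all tested compounds plus 3 SD, cut at about 0.9% in these data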;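 note: 0% = DMSO-only wells and 100% = 3 µM delta7-dafachronic acid wells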
FXN GAA850 act – activators of GAA850 frataxin (FXN) promoter. HEK293 lucGAA850 FXN promoter luciferase reporter, 24 h; percent of 10 µM SAHA response. activation, % at 6 µM. 360,000 tested, 0.56% active. AID 540364;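 active = activation above the average of all compounds screened plus 3 SD, cutoff fixed separately per campaign, cut at about 7.5% in these data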;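 note: 0% = DMSO wells and 100% = 10 µM SAHA wells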
hgDAF12 agonist – agonists of H. glycines DAF-12 nuclear receptor; HEK293 GAL4-hgDAF12 UAS-luciferase reporter, agonist luminescence; normalized to butyrate control; activation, % at 6.8 µM; 370,000 tested, 1.8% active; AID 687014;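 active = activation above a cutoff set at the mean of all screened compounds plus 3 SD, cut at about 10% in these data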;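 note: 0% = DMSO wells and 100% = sodium butyrate wells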
HGIII-sPLA2 inh – Blocks human group III sPLA2 activity; QFRET BODIPY PC-A2 liposome hydrolysis, fluorescence; Q9NZ20; inhibition, % at 12.2 µM; 370,000 tested, 0.56% active;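 active = inhibition above mean plus 3 SD of compounds lying within the high and low control bounds, cut at about 19% in these data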;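 note: 0% = median of test compound wells and 100% = no enzyme DMSO wells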
Target sequence (Q9NZ20 whole entry, looked up): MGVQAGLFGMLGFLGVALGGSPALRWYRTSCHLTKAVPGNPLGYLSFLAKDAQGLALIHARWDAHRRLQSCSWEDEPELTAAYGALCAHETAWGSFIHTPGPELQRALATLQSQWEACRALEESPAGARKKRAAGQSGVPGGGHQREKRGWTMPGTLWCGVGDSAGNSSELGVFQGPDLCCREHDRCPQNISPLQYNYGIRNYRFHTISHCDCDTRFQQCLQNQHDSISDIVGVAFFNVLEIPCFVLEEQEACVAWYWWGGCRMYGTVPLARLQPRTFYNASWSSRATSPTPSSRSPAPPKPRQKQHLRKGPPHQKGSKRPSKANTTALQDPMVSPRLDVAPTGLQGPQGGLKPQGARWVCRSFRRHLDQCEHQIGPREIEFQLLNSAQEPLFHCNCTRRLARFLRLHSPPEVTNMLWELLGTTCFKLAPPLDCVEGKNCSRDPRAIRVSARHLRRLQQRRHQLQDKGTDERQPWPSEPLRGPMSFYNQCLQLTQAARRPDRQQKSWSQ
DAX1 inh-1 – inhibits human nuclear receptor DAX1 | HEK293 Gal4-DAX1 luciferase reporter, luminescence | inhibition, % at 6.75 µM | 340,000 tested, 0.99% active | AID 504766;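 active = inhibition above the mean over all tested compounds plus 3 SD, cut at about 4.2% in these data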;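 note: 0% = DAX1-transfected cells with DMSO and 100% = empty-vector control cells with DMSO; inhibition shows as a rise in luminescence from relieved DAX1 repression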
Target sequence (P51843 207-470 limits assumed): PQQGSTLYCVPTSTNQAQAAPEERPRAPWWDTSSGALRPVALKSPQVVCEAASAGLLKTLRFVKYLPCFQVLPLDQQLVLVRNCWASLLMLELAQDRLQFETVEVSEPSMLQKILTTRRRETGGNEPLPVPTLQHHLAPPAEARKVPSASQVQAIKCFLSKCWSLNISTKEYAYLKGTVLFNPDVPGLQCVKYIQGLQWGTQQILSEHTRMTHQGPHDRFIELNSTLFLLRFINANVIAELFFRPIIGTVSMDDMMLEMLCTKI
proKLK7 act – activates the human kallikrein-7 zymogen; P49862; AID 652039; activation, % at 7 µM; 370,000 tested, 0.9% active; purified proKLK7, EDANS-DABCYL substrate fluorescence; 100% is mature enzyme control, 0% vehicle;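 active = activation above the mean of all tested compounds plus 3 SD, computed per campaign excluding outliers beyond control limits, cut at about 13% in these data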
Target sequence (P49862 whole entry, looked up): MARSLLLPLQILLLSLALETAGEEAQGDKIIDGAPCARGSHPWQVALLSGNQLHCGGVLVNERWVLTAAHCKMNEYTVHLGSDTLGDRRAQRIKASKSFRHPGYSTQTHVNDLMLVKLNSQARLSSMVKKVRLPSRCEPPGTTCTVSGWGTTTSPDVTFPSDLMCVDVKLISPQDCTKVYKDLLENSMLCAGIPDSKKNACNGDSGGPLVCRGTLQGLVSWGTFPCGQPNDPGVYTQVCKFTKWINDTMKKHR
GC-B act – GC-B (human) receptor activation; P20594; HEK293-GC-B cells, CNP EC30, cGMP TR-FRET; 0% at EC30 CNP, 100% saturating CNP; activation, % at 10 µM; 370,000 tested, 0.11% active; AID 1920062;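 active = activation at 10 µM reaching about 35% in either raw or pattern-adjusted values, limit read from the data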
hcDAF-12 act – activators of H. contortus DAF-12 nuclear receptor | HEK293 hcDAF-12 lit1-tk-luc reporter, luminescence; 0% DMSO, 100% Δ7-dafachronic acid | activation, % at 6.8 µM | 370,000 tested, 1.4% active | AID 652067;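 active = activation above the mean of all tested compounds plus 3 SD, cut at about 5.5% in these data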;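 note: 100% = response to 3 µM Δ7-dafachronic acid high control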
GC-A act – GC-A (human) enzyme activation. P16066. HEK293 GC-A cells, cGMP TR-FRET, EC30 ANP; 0% at EC30 ANP, 100% saturating ANP. activation, % at 10 µM. 370,000 tested, 0.14% active. AID 1671463; in the data active = activation above about 40%
DAX1 inh-2 – DAX1 (NR0B1) inhibition, primary screen; inhibition, % at 6.8 µM; 370,000 tested, 1.1% active; HEK293T StAR-luciferase reporter, SF-1/DAX-1 repression relief; AID 652010;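 active = inhibition above the mean over all tested compounds plus 3 SD, cut at about 3.6% in these data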;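 note: 0% = DAX-1 cells with DMSO and 100% = cells lacking DAX-1 with DMSO; higher inhibition means more luminescence from relief of DAX-1 repression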
Numbers without * were called inactive. Not a hit list (roughly 6.7% active in at least one column).

Start of the data: the first 2 records as a preview:
`O=C(OC1CCOC1=O)c1ccc(N2CCCC2)c([N+](=O)[O-])c1` (stereo unspecified) gave SMARCA2 act -5.8, ssDAF12 agonist -1.9, FXN GAA850 act 2.1, hgDAF12 agonist -3.1, HGIII-sPLA2 inh 5.3, DAX1 inh-1 0.4, proKLK7 act 0.2, GC-B act 4.9, hcDAF-12 act 0.4, GC-A act -2.7 and DAX1 inh-2 0.2.
For Cc1ccnc(NC(=O)CNC(=O)c2ccc(C)s2)c1 the results were SMARCA2 act 9.8*, ssDAF12 agonist 0.1, FXN GAA850 act 2.3, hgDAF12 agonist 9.5, HGIII-sPLA2 inh 4.8, DAX1 inh-1 1.6, proKLK7 act -0.7, GC-B act 2.4, hcDAF-12 act 2.6, GC-A act 2.0 and DAX1 inh-2 4.0*.

Results, previewed entries included:
`O=C(OC1CCOC1=O)c1ccc(N2CCCC2)c([N+](=O)[O-])c1` (stereo unspecified) gave SMARCA2 act -5.8, ssDAF12 agonist -1.9, FXN GAA850 act 2.1, hgDAF12 agonist -3.1, HGIII-sPLA2 inh 5.3, DAX1 inh-1 0.4, proKLK7 act 0.2, GC-B act 4.9, hcDAF-12 act 0.4, GC-A act -2.7 and DAX1 inh-2 0.2.
For Cc1ccnc(NC(=O)CNC(=O)c2ccc(C)s2)c1 the results were SMARCA2 act 9.8*, ssDAF12 agonist 0.1, FXN GAA850 act 2.3, hgDAF12 agonist 9.5, HGIII-sPLA2 inh 4.8, DAX1 inh-1 1.6, proKLK7 act -0.7, GC-B act 2.4, hcDAF-12 act 2.6, GC-A act 2.0 and DAX1 inh-2 4.0*.
`CCCC(c1nnnn1CCC(C)C)N1CCC(C(N)=O)CC1` (stereo unspecified) gave SMARCA2 act -2.5, ssDAF12 agonist -0.8, FXN GAA850 act 3.1, hgDAF12 agonist 2.3, HGIII-sPLA2 inh -1.8, DAX1 inh-1 -0.3, proKLK7 act 0.1, GC-B act 3.1, hcDAF-12 act 1.1, GC-A act 1.2 and DAX1 inh-2 -0.4.
Screening O=C(N/N=C/c1ccc2c(c1)OCO2)c1cccc(NC(=O)c2ccccc2Cl)c1 returned SMARCA2 act -1.3, ssDAF12 agonist -0.2, FXN GAA850 act -2.7, hgDAF12 agonist 6.8, HGIII-sPLA2 inh -2.2, DAX1 inh-1 1.4, proKLK7 act -3.6, GC-B act 3.6, hcDAF-12 act -0.4, GC-A act 2.3 and DAX1 inh-2 -0.9.
`COc1ccc(C(CNC(=S)NCc2ccccc2)N2CCCC2)cc1` (stereo unspecified) gave SMARCA2 act -1.1, ssDAF12 agonist -2.0, FXN GAA850 act 0.3, hgDAF12 agonist 0.5, HGIII-sPLA2 inh 9.2, DAX1 inh-1 0.3, proKLK7 act 0.5, GC-B act -6.8, hcDAF-12 act -0.7, GC-A act 1.6 and DAX1 inh-2 1.7.
`CCN(C(=O)CSc1n[nH]c(-c2ccccc2)n1)c1c(N)n(Cc2ccccc2)c(=O)[nH]c1=O` gave SMARCA2 act 2.1, ssDAF12 agonist -0.8, FXN GAA850 act -0.3, hgDAF12 agonist -0.4, HGIII-sPLA2 inh -2.6, DAX1 inh-1 0.7, proKLK7 act 0.2, GC-B act 5.1, hcDAF-12 act -2.0, GC-A act 1.5 and DAX1 inh-2 0.6.
`Cc1ccccc1NC(=O)c1cccc(S(=O)(=O)N2CCOCC2)c1` gave SMARCA2 act -1.0, ssDAF12 agonist -1.7, FXN GAA850 act -0.7, hgDAF12 agonist 1.7, HGIII-sPLA2 inh 3.2, DAX1 inh-1 -0.6, proKLK7 act 0.7, GC-B act 0.7, hcDAF-12 act -0.4, GC-A act -2.6 and DAX1 inh-2 0.3.
CCc1cc2c(=O)c(-c3nc4ccccc4n3C)coc2c(CN2CCC(C)CC2)c1O was read as SMARCA2 act -1.9, ssDAF12 agonist -1.6, FXN GAA850 act 0.9, hgDAF12 agonist -1.2, HGIII-sPLA2 inh 0.2, DAX1 inh-1 -2.5, proKLK7 act 4.6, GC-B act 4.1, hcDAF-12 act 0.7, GC-A act 4.5 and DAX1 inh-2 -0.7.
`CCCc1n[nH]c2c1/C(=N\OCC)CC(C)(C)C2` gave SMARCA2 act -1.3, ssDAF12 agonist -1.7, FXN GAA850 act 1.2, hgDAF12 agonist 0.4, HGIII-sPLA2 inh -4.0, DAX1 inh-1 2.9, proKLK7 act 0.9, GC-B act 2.0, hcDAF-12 act -0.7, GC-A act -0.8 and DAX1 inh-2 0.0.
`CCC(=O)N1CCc2cc(S(=O)(=O)NCCCOC)ccc21` gave SMARCA2 act -2.4, ssDAF12 agonist -0.9, FXN GAA850 act 2.6, hgDAF12 agonist -1.6, HGIII-sPLA2 inh -0.9, DAX1 inh-1 0.1, proKLK7 act 0.0, GC-B act 2.6, hcDAF-12 act -1.2, GC-A act 0.3 and DAX1 inh-2 -1.1.
`CSCCC(NC(=O)c1cc([N+](=O)[O-])ccc1Cl)C(=O)O` (stereo unspecified) gave SMARCA2 act -2.6, ssDAF12 agonist -1.6, FXN GAA850 act 3.4, hgDAF12 agonist 2.0, HGIII-sPLA2 inh 3.2, DAX1 inh-1 0.1, proKLK7 act -0.6, GC-B act 0.9, hcDAF-12 act -1.9, GC-A act -3.0 and DAX1 inh-2 0.1.
CC(CN(C)Cc1ccccc1)OC(=O)c1cccc(F)c1 (stereo unspecified) was read as SMARCA2 act 0.3, ssDAF12 agonist -0.6, FXN GAA850 act 0.2, hgDAF12 agonist 0.9, HGIII-sPLA2 inh 10.3, DAX1 inh-1 -1.9, proKLK7 act -0.3, GC-B act -1.2, hcDAF-12 act 0.2, GC-A act -2.7 and DAX1 inh-2 0.3.
Screening CS(=O)(=O)NNC(=O)C1Cc2c(ccc3ccccc23)O1 (stereo unspecified) returned SMARCA2 act -0.2, ssDAF12 agonist -1.1, FXN GAA850 act -0.8, hgDAF12 agonist 1.7, HGIII-sPLA2 inh -4.4, DAX1 inh-1 4.1, proKLK7 act 0.5, GC-B act 0.6, hcDAF-12 act 2.0, GC-A act -0.5 and DAX1 inh-2 0.5.
CCOc1ccccc1N1C(=O)c2ccc(S(=O)(=O)c3ccc(C(=O)O)cc3)cc2C1=O was read as SMARCA2 act -4.5, ssDAF12 agonist -0.7, FXN GAA850 act -1.2, hgDAF12 agonist -2.1, HGIII-sPLA2 inh 6.6, DAX1 inh-1 -0.5, proKLK7 act -0.6, GC-B act 0.3, hcDAF-12 act 1.5, GC-A act 3.1 and DAX1 inh-2 0.7.
For CC(C)(C)N(NC(=O)Nc1ccc(Cl)cc1)C(=O)c1ccccc1 the results were SMARCA2 act 0.2, ssDAF12 agonist -1.1, FXN GAA850 act -0.6, hgDAF12 agonist -0.2, HGIII-sPLA2 inh -7.8, DAX1 inh-1 0.9, proKLK7 act -0.1, GC-B act 2.4, hcDAF-12 act -0.9, GC-A act 0.0 and DAX1 inh-2 -0.5.
`CCc1ccc(N2CC(C(=O)OCC(=O)NC3CC3)CC2=O)cc1` (stereo unspecified) gave SMARCA2 act -1.9, ssDAF12 agonist -1.3, FXN GAA850 act 1.1, hgDAF12 agonist 1.6, HGIII-sPLA2 inh 2.1, DAX1 inh-1 0.8, proKLK7 act 0.1, GC-B act -5.7, hcDAF-12 act 0.4, GC-A act 0.7 and DAX1 inh-2 0.8.
`COC(=O)N/N=C/c1ccc(-c2ccc(Cl)c(Cl)c2)o1` gave SMARCA2 act 2.4, ssDAF12 agonist -0.7, FXN GAA850 act 4.8, hgDAF12 agonist 3.6, HGIII-sPLA2 inh -6.5, DAX1 inh-1 1.9, proKLK7 act 0.2, GC-B act -5.7, hcDAF-12 act 0.5, GC-A act -3.6 and DAX1 inh-2 0.8.
Screening CCOC(=O)[C@]12CCC=C1N(Cc1ccc3c(c1)OCO3)C(=O)[C@H](CC(=O)N1CCC(c3ccccc3)CC1)C2 returned SMARCA2 act -4.0, ssDAF12 agonist -0.2, hgDAF12 agonist -1.4, HGIII-sPLA2 inh -10.0, proKLK7 act 0.4, GC-B act -1.2, hcDAF-12 act -2.1, GC-A act 0.1 and DAX1 inh-2 -0.3.
Cc1[nH]c2ccccc2c1CCNC(=O)c1c(N)no[n+]1[O-] was read as SMARCA2 act -0.3, ssDAF12 agonist -1.6, FXN GAA850 act 0.4, hgDAF12 agonist -0.8, HGIII-sPLA2 inh -7.6, DAX1 inh-1 0.0, proKLK7 act -0.4, GC-B act 1.4, hcDAF-12 act -0.5, GC-A act 0.3 and DAX1 inh-2 -0.4.
O=C(CCc1ccccc1)N/N=C/c1cccc(O)c1 was read as SMARCA2 act 0.9, ssDAF12 agonist -0.8, FXN GAA850 act 1.6, hgDAF12 agonist 3.9, HGIII-sPLA2 inh -5.8, DAX1 inh-1 -0.2, proKLK7 act -0.3, GC-B act 2.4, hcDAF-12 act -0.2, GC-A act -0.9 and DAX1 inh-2 -0.4.
For Cc1cc(CN2CCN(CC(=O)Nc3cc(Cl)ccc3-n3cncn3)CC2)no1 the results were SMARCA2 act -0.3, ssDAF12 agonist -1.3, FXN GAA850 act 1.2, hgDAF12 agonist 3.2, HGIII-sPLA2 inh -1.4, DAX1 inh-1 -0.7, proKLK7 act 0.0, GC-B act 0.8, hcDAF-12 act -0.2, GC-A act 1.0 and DAX1 inh-2 1.1.
For Cc1ccc(NC(=O)CSCc2cc(=O)n3nc(C4CC4)sc3n2)cc1 the results were SMARCA2 act 0.1, ssDAF12 agonist -0.6, FXN GAA850 act 1.1, hgDAF12 agonist -1.9, HGIII-sPLA2 inh 5.8, DAX1 inh-1 -0.1, proKLK7 act 0.6, GC-B act -1.5, hcDAF-12 act -1.7, GC-A act -4.6 and DAX1 inh-2 0.6.
Cc1ccc(S(=O)(=O)c2c(N)n(CCN3CCOCC3)c3nc4ccccc4nc23)cc1C was read as SMARCA2 act -1.5, ssDAF12 agonist -0.9, FXN GAA850 act -0.5, hgDAF12 agonist 3.6, HGIII-sPLA2 inh -2.2, DAX1 inh-1 -1.7, proKLK7 act -3.0, GC-B act -5.2, hcDAF-12 act 1.0, GC-A act 1.7 and DAX1 inh-2 0.5.
`COc1cc(C(=O)CCc2ccc3c(c2)OCO3)cc(OC)c1OC` gave SMARCA2 act -0.6, ssDAF12 agonist -1.3, FXN GAA850 act 1.0, hgDAF12 agonist 6.8, HGIII-sPLA2 inh -3.6, DAX1 inh-1 -0.1, proKLK7 act -0.4, GC-B act 1.4, hcDAF-12 act -0.1, GC-A act 0.1 and DAX1 inh-2 -0.1.
For CCOC(=O)C1CCN(C(=O)c2cc3c(=O)n4cccc(C)c4nc3s2)CC1 the results were SMARCA2 act 1.1, ssDAF12 agonist 0.4, FXN GAA850 act 2.6, hgDAF12 agonist 0.6, HGIII-sPLA2 inh -0.5, DAX1 inh-1 -0.6, proKLK7 act 0.4, GC-B act -0.5, hcDAF-12 act 6.5*, GC-A act 7.9 and DAX1 inh-2 0.4.
For COCc1ccc(C(=O)N2CCCC(N3CCN(c4ccc(F)cc4)CC3)C2)o1 (stereo unspecified) the results were SMARCA2 act -3.4, ssDAF12 agonist -1.5, FXN GAA850 act 1.3, hgDAF12 agonist -1.3, HGIII-sPLA2 inh -1.0, DAX1 inh-1 -0.3, proKLK7 act -1.4, GC-B act -0.2, hcDAF-12 act -2.2, GC-A act -1.6 and DAX1 inh-2 -1.5.
